Screening results from PubChem BioAssay.
GBA enhancer – GBA activity enhancers in patient fibroblasts, primary screen, cell-based; activation, % at 10 µM; Lysosomal acid glucosylceramidase (Homo sapiens), P04062; L444P Gaucher fibroblasts, 4-MU-glucoside fluorescence, 3 days; 0.44% of 30,000 active; AID 784, 2007; in the data active means activation above about 65%;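 further: 0% = vehicle wells and 100% = positive control wells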
An asterisk follows results filed as active. These rows are one share of the data; count on the stated rates, not on these rows.

SMILES | GBA enhancer
CN1CCCN=C1COC(=O)C(O)(c1ccccc1)C1CCCCC1 (centres undefined) | -38
CC1Cc2ccccc2N1NC(=O)c1ccc(Cl)c(S(N)(=O)=O)c1 (centres undefined) | -22
CCC(NC(C)C)C(O)c1ccc(O)c2[nH]c(=O)ccc12 (centres undefined) | -21
COc1ccc(C2CNC(=O)C2)cc1OC1CCCC1 (centres undefined) | -9
Cc1ccc(N(CC2=NCCN2)c2cccc(O)c2)cc1 | -1

3 structures out of the list, arranged by count of non-hydrogen atoms, largest number first:
SMILES | GBA enhancer
CC1Cc2ccccc2N1NC(=O)c1ccc(Cl)c(S(N)(=O)=O)c1 (centres undefined) | -22
Cc1ccc(N(CC2=NCCN2)c2cccc(O)c2)cc1 | -1
COc1ccc(C2CNC(=O)C2)cc1OC1CCCC1 (centres undefined) | -9

Look-ups from the results shown:
GBA enhancer with `Cc1ccc(N(CC2=NCCN2)c2cccc(O)c2)cc1` : -1
GBA enhancer with `CN1CCCN=C1COC(=O)C(O)(c1ccccc1)C1CCCCC1` (centres undefined) : -38
